# Screening data as filed in PubChem BioAssay.
# PI5P4Ka inh = inhibitors of human PI5P4K alpha. PI5P4Kalpha enzyme, ADP-Glo luminescence, 60 min; stronger effect = lower value. max response, %. 1.2% of 330,000 active. AID 652105; active = max response of -50% or lower; inconclusive = between -30% and -50%; inactive = -30% or higher; note: value at the top dose of about 77 µM; % is set by controls: 0 for no effect and ±100 for the full control effect
#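 ADP-Glo luminescence end-point after a 60 min room-temperature kinase reaction. PI5P4Kalpha and substrate in HEPES pH 7.4 buffer with EGTA, 0.1% CHAPS and 5% DMSO; ATP at 5 microM final.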
# EPAC1 antagonist = antagonists of human EPAC1 | Potency, µM (series often up to 115 µM), without a hit: top-dose activity change, negative = inhibition, usual class: inhibitors | AID 720709 | 0.14% of 360,000 active | O95398 | EPAC1 GEF assay, Rap1b-BODIPY-GDP exchange fluorescence;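 note: potency is the fitted concentration of half-maximal effect; plate controls were vehicle for no effect and positive control for full effect; nearly all actives have a fitted effect of over 50% in size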
# WRN inhibitor = blocks human WRN helicase; 0.46% of 360,000 active; Potency, µM (series often up to 114 µM), inactives show top-dose activity change, negative = inhibition, actives largely listed as inhibitors; WRN helicase unwinding, fluorescent forked duplex, kinetic; Q14191; note: potency is the fitted concentration of half-maximal effect; % is set by controls: 0 for no effect and ±100 for the full control effect; nearly all actives have a fitted effect of over 55% in size
#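 Fluorescence dequenching readout, ex 525 nm/em 598 nm, kinetic mode: forked duplex DNA (100 nM final) with adjacent fluorophore and quencher unwound by WRN (20 nM final) with 2 mM ATP. Compound preincubation 15 min, room temperature.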
# CCT modulator = cytosolic chaperonin activity modulation; activity change, % (no concentration beside the values), hits read low; purified chaperonin ATPase assay, HTRF ADP detection, 30 min; 0.3% of 360,000 active; in the data active = activity change below about -30%; note: % is set by controls: 0 for no effect and ±100 for the full control effect
#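 First, chaperonin was dispensed at 40 nM or 20 nM final depending on batch activity. Next, compounds were pinned at 76 uM and ATP added at 10 uM. After 30 min at 37 °C, ADP detection reagents ran 30 min at ambient temperature.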
# IL2 activator = activators of IL-2. IL-2 activation reporter assay, cell-based qHTS; stimulated with anti-CD3/CD4/CD28 beads; in transgenic mouse T cells. activation, % (series mostly up to about 46 µM). 0.065% of 360,000 active. AID 652025; in the data active = activation above about 50%; inconclusive = mostly about 30% to 49%; note: 0% is about no effect
#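 Using fluorescent plate cytometry, EGFP and DsRed are detected in transgenic mouse T cells stimulated 18 h at 37 degrees C with antibody-coated beads after 60 min compound pretreatment.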
# PLK1 PBD inh = PLK1 (human) polo-box domain binding inhibition; 2.8% of 360,000 active; P53350; Plk1 PBD binding of FITC phosphopeptide, fluorescence polarization; Potency, µM, for the others: max response, negative = inhibition, hits mostly inhibitors; note: potency is the fitted concentration of half-maximal effect; series mostly up to about 57 µM; % is set by controls: 0 for no effect and ±100 for the full control effect; nearly all actives have a fitted effect of over 65% in size
# EPAC2 ag = EPAC2 (human) agonism; EPAC2 activation, biochemical qHTS; response scale: 100% = 6.5 mM cAMP response; Potency, µM (titrated, usually from 154 µM), inactives show at the top dose activation, hits mostly activators; 0.079% of 360,000 active; note: potency is the fitted concentration of half-maximal effect; nearly all actives have a fitted effect of over 50% in size
# Target sequence (Q8WZA2 whole entry, looked up): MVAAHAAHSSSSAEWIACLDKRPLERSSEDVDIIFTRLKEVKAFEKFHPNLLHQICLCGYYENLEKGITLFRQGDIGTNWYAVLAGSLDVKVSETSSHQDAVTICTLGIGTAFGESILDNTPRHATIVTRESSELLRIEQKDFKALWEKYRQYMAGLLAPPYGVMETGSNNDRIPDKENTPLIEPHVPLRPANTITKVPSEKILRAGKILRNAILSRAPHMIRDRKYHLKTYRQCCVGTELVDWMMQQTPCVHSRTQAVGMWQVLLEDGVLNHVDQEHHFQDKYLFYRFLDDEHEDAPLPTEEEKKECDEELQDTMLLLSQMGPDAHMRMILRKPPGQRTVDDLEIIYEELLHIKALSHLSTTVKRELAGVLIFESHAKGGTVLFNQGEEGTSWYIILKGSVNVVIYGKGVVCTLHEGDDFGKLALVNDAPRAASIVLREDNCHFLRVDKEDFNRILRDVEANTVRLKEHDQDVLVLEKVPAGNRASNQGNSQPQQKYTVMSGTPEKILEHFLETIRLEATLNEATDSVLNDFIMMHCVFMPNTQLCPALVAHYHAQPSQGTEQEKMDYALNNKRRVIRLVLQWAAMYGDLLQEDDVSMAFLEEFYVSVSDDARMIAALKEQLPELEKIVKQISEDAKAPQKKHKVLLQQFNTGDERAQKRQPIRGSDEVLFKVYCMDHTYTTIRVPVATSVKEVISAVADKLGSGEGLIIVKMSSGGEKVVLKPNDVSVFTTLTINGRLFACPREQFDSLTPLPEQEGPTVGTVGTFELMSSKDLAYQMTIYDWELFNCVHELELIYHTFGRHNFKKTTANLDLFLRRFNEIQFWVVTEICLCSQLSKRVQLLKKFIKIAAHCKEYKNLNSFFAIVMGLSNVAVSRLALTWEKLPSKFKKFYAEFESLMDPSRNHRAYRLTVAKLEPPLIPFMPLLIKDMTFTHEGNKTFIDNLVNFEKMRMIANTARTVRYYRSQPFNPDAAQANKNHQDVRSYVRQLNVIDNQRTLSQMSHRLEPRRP
#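 EPAC2 (100 nM) mixed with Rap1B loaded with BODIPY-GDP (250 nM) plus 50 uM unlabeled GDP; compounds pinned in, 5 min RT, then read every 5 min for 30 min (ex 480, em 540 nm). Normalized to cAMP control.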
# EPAC1 ag = agonists of human EPAC1. O95398. 0.073% of 360,000 active. AID 720707. EPAC1 agonist qHTS, biochemical assay; response scale: 100% = response to 6.5 mM cAMP. Potency, µM (highest dose often 154 µM), inactives show at the top dose activation, hits mostly activators; note: potency is the fitted concentration of half-maximal effect; nearly all actives have a fitted effect of over 60% in size
#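 EPAC1 100 nM, Rap1B–BODIPY-GDP 250 nM, unlabeled GDP 50 uM; compound titration; 5 min RT; kinetic read ex480/em540 at 5-min intervals ×30 min; data normalized to 6.5 mM cAMP agonist control.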
# Numbers without * were called inactive; u = inconclusive; x = not tested or not shown; [ ] = another dose, or the depositor's remark. Unless noted, calls come from the whole dose curve; as a rule, active = well fitted curve in the direction sought with a large enough effect; inconclusive = small, poorly fitted or top-dose-only effect, or another doubt; inactive = no such curve, though single readings can be large; an effect the other way counts as inactive or inconclusive.
# Second line of a record: PI5P4Ka inh	EPAC2 ag	WRN inhibitor	IL2 activator	PLK1 PBD inh	CCT modulator	EPAC1 ag	EPAC1 antagonist
Cc1ccc(SCc2ccc(C(=O)Nc3cccc([N+](=O)[O-])c3C)cc2)cc1
→ x	3%	-3%	-1.0	-7%	2.7	9%	10%
COc1ccccc1OCCOC(=O)Nc1ccccc1
→ 1	-9%	9%	-0.2	-9%	-2.1	7%	-3%
O=C(N/C(=C/c1ccc(Br)cc1)c1nc2ccccc2[nH]1)c1ccco1
→ x	11%	-7%	-0.6	-10%	-0.5	6%	5%
C[N+]1(CCCCCCC(=O)/C=N/O)CCCCCC1
→ x	-3%	5%	-1.8	-2%	-3.0	2%	1%
CN(C(=O)CSc1nc2c(c(=O)[nH]1)CCCC2)C1CCCCC1
→ x	7%	-4%	1.8	27µM*	-2.6	2%	-4%
CN(C(=O)C(Cl)Cl)C1CC2C=CC1C2 (centres undefined)
→ -8	2%	2%	1.2	-6%	1.2	-1%	18%
O=C(NCCCN1CCOCC1)c1cc(-c2ccccc2)nc2ccccc12
→ 1	6%	2%	0.2	0%	1.3	-3%	15%
CCC(c1nnnn1Cc1ccc2c(c1)OCO2)N1CCN(c2ccccc2)CC1 (centres undefined)
→ -2	5%	0%	-1.2	-6%	-5.0	0%	-12%
COc1ccc(S(=O)(=O)n2nc(OC(=O)C3CCCCC3)cc2N)cc1
→ -4	4%	2%	-3.2	-18%	-0.1	-5%	2%
Cc1nc2cc3nc(C)sc3cc2s1
→ -23	23%	1%	0.7	30µM*	1.0	15%	3%
O=C(NC1CCCC1)C(c1ccc(N2CCOCC2)cc1)N(C(=O)c1ccco1)c1ccccc1F (centres undefined)
→ 1	1%	-1%	1.9	8%	2.3	6%	0%
O=C(NN1C(=O)c2ccccc2NC1c1ccoc1)c1ccc([N+](=O)[O-])cc1 (centres undefined)
→ 1	4%	1%	4.6	7%	-0.4	5%	11%
CCc1nc2c(OCc3cccc(Cl)c3)cccn2c1N(C)C(=O)c1ccco1
→ 0	7%	-4%	1.0	0%	0.1	-14%	-10%
Cc1ccc(/C=C/S(=O)(=O)NCC(=O)OCC(=O)N2CC(=O)Nc3ccccc32)cc1
→ 1	3%	12%	-1.9	-13%	1.5	11%	-3%
C#CCN(C[C@@H]1[C@@H](OC(=O)NC2CC2)[C@@H](OC(=O)NC2CC2)Cn2c(=O)n(CCCCCC)c(=O)n21)S(=O)(=O)c1ccc(C)cc1
→ -3	8%	-5%	-1.2	u	-0.8	-7%	-24%

# 2 consecutive records out of the list so far, quoted:
# Second line of a record: PI5P4Ka inh	EPAC2 ag	WRN inhibitor	IL2 activator	PLK1 PBD inh	CCT modulator	EPAC1 ag	EPAC1 antagonist
O=C(NCCCN1CCOCC1)c1cc(-c2ccccc2)nc2ccccc12
→ 1	6%	2%	0.2	0%	1.3	-3%	15%
CCC(c1nnnn1Cc1ccc2c(c1)OCO2)N1CCN(c2ccccc2)CC1 (centres undefined)
→ -2	5%	0%	-1.2	-6%	-5.0	0%	-12%

# Further results:
# Second line of a record: PI5P4Ka inh	EPAC2 ag	WRN inhibitor	IL2 activator	PLK1 PBD inh	CCT modulator	EPAC1 ag	EPAC1 antagonist
O=C(CNC(=O)c1ccccc1)NCc1ccc(Cl)cc1
→ 8	0%	-5%	0.0	10%	1.4	5%	-2%
O=C(NC1CCN(C(=S)NCc2ccco2)CC1)C1CCCCC1
→ x	11%	-4%	1.3	-6%	-4.5	5%	5%
O=C(CCNC(=O)OCc1ccccc1)NC1CCCCCC1
→ -10	-1%	-22%	0.7	2%	-3.7	6%	-2%
COc1cccc(NC(=S)N(Cc2ccc(Cl)cc2)Cc2ccc(C(=O)O)cc2)c1
→ -2	13%	4%	0.4	u	0.7	2%	-8%
COC(=O)c1cc2c(-c3ccccc3)c(C)c3ccccn3c-2c1C(=O)OC
→ 1	15%	u	-0.4	-17%	0.7	20%	6%
COc1ccc(C(=O)NCC(=O)OCc2ccc([N+](=O)[O-])cc2)cc1
→ -5	2%	-9%	-4.2	-1%	-2.8	-10%	1%
O=C(/C=C/c1ccccc1)c1cc(Br)ccc(=O)c1O
→ -25	12%[15.6 µM]	u	-0.7	27µM*	2.3	20%	u
NC(=O)C1CCCN(C(=O)c2ccc(-c3cccc(Cl)c3Cl)o2)C1 (centres undefined)
→ 0	12%	-1%	-1.6	-2%	-0.6	11%	-3%
CCOC(=O)c1[nH]c2c(c1-c1ccc(OC)cc1)C(=O)CC(c1ccc(OC)c(OC)c1)C2 (centres undefined)
→ -10	10%	-13%	-4.5	-10%	0.5	-11%	u
Cc1cccc(C(=O)OCC(=O)N2CCCCCC2)c1C
→ 0	4%	7%	-0.2	-5%	-0.3	-8%	1%
CN(C)C(=O)CCc1nc(-c2ccc(C(C)(C)C)cc2)no1
→ -3	-19%	-31%[57.1 µM]	2.5	-9%	-1.6	-3%	-6%
COc1ccc(N2CCN(S(=O)(=O)c3ccc(OC)c(C(=O)N4CCCCC4)c3)CC2)cc1
→ -3	0%	-8%	-0.2	0%	-1.6	2%	1%
CCOC(=O)C1=C(COC(=O)COc2ccccc2C#N)NC(=O)NC1C (centres undefined)
→ -3	0%	-2%	-0.1	4%	-3.1	-3%	8%
Cc1oc2c(c1C(=O)N1CCOCC1)C(=O)c1ccccc1C2=O
→ 0	11%	1%	-3.2	-2%	-3.0	-8%	7%
COc1ccc(C2=NOC(Cn3nc(-c4ccccc4)cc3C(=O)O)C2)cc1 (centres undefined)
→ 0	5%	2%	-0.4	-14%	0.0	1%	-5%

# Later entries:
# Second line of a record: PI5P4Ka inh	EPAC2 ag	WRN inhibitor	IL2 activator	PLK1 PBD inh	CCT modulator	EPAC1 ag	EPAC1 antagonist
Cc1ccc2c(=O)n3c(nc2c1)C(Cc1ccc(O)cc1)NC(=O)c1cc2ccccc2cc1-3 (centres undefined)
→ -12	-5%	-5%	0.3	-5%	-1.3	-14%	-17%
Cc1ccc(S(=O)(=O)NNC(=S)Nc2cccc(C)c2C)cc1
→ -7	3%	-8%	0.2	-1%	1.2	8%	-2%
COC(=O)C1CCN(C(=O)COC(=O)C2CCN(S(=O)(=O)c3ccc4c(c3)OCCO4)CC2)CC1
→ 0	-2%	2%	-2.5	5%	1.7	8%	13%
COc1ccc(NS(=O)(=O)c2cccc(C(=O)NCC(c3ccc(OC)cc3)N3CCCCC3)c2)cc1 (centres undefined)
→ -3	9%	-7%	-0.6	3%	2.5	5%	9%
Cc1cc(Cl)ccc1NC(=O)CSc1nnc(Cc2cccs2)n1Cc1ccco1
→ -15	-6%	-1%	1.4	-22%	-4.6	4%	-2%
CCCN1CNc2c(c(=O)[nH]c(=S)n2CCc2ccc(OC)c(OC)c2)C1
→ -5	14%	2%	0.8	-17%	-5.6	-1%	6%
CCC(=O)Nc1ccc(-c2nn3c(C)nnc3s2)cc1C
→ x	0%	-5%	-4.3	-8%	-2.8	5%	-2%
COc1ccc(OC)c(CCNC(=O)C2CCN(c3ncnc4c3nc3n4CCCCC3)CC2)c1
→ 1	-11%	-3%	-3.6	0%	2.0	-6%	-30%
O=C(Nc1ccccc1C(=O)OCC(=O)N1CCc2ccccc2C1)c1ccco1
→ -12	35%[15.6 µM]	-19%	-0.2	-17%	2.2	9%	16%
CCN1CCCC1CN=Cc1c(O)n(-c2ccccc2)c(=O)c2ccccc12 (centres undefined)
→ 4	-2%	1%	-1.1	-9%	-0.2	5%	0%
CC1(C(=O)NS(=O)(=O)c2cccc(C#N)c2)CCN1C(=O)Cc1cc(F)ccc1F (centres undefined)
→ 3	-1%	3%[57.1 µM]	-0.1	-3%	-0.7	-14%	-10%
O=C(COc1ncnc2ccccc12)N1CCN(C(=O)c2ccco2)CC1
→ 2	-9%	11%	0.6	-11%	0.2	0%	7%
COc1cc(F)ccc1-c1csc(C(O)c2ccc(F)c(F)c2)n1 (centres undefined)
→ 8	7%	-2%	-0.4	-2%	1.5	-3%	-4%
CC(C)N=C(NC#N)SCc1ccc(F)cc1
→ x	-2%	2%	-0.7	-3%	-1.9	-3%	2%
CC(C)c1ccc(NC(=O)Nc2nnc([C@H]3C[C@H](O)[C@@H](CO)O3)s2)cc1
→ 0	1%	7%	1.0	2%	-2.2	-8%	7%

# Next section:
# Second line of a record: PI5P4Ka inh	EPAC2 ag	WRN inhibitor	IL2 activator	PLK1 PBD inh	CCT modulator	EPAC1 ag	EPAC1 antagonist
O=C(Nc1ccccc1)Nc1ccc(Br)c(Cl)c1
→ 9	-4%	-12%[57.1 µM]	-0.7	5%	-0.2	3%	-14%
CCN(CC)C(=O)CSc1nnc(-c2ccc(O)cc2)n1CC1CCCO1 (centres undefined)
→ 2	0%	4%	-0.8	1%	0.8	-10%	8%
Cc1noc(NS(=O)(=O)c2ccc(N3C(=O)c4ccccc4C3=O)cc2)c1C
→ x	-5%	-1%	0.8	0%	-1.3	14%	0%
CCN(Cc1ccccc1)C(=O)CSc1ccccc1C(=O)O
→ 0	6%	1%	1.0	-6%	-0.4	-16%	8%
CN(Cc1c(F)cccc1Cl)c1nnnn1-c1ccccc1
→ x	8%	3%	-0.3	-1%	-4.1	3%	1%
C=C1CCN(C(C(=O)OC)C(C)C)S(=O)(=O)c2ccccc21 (centres undefined)
→ -4	9%	1%	1.1	-7%	-2.4	4%	3%
COC(=O)NNC(=O)COc1ccc(Cl)cc1
→ x	10%	-1%	-1.6	-9%	-3.7	7%	-12%
Cc1ccc2c(c1)c1c3n2CCN(C=O)C3CCC1 (centres undefined)
→ 16	8%	-2%	1.2	-19%	1.9	10%	1%
N#CC1=C(N)SC(N)=C(C#N)C1c1cccc(O)c1
→ x	8%	u	1.5	-5%	3.1	20%	7%
O=C(NC(Cc1c[nH]c2ccccc12)C(=O)O)/C(=C\c1ccccc1)NC(=O)c1ccccc1 (centres undefined)
→ 0	4%	2%	0.3	0%	0.5	-1%	9%
CNC(=S)N/N=C/c1ccc(N(C)C)cc1
→ -3	9%	-21%	-0.1	-10%	0.8	2%	-28%
Nc1nonc1OCCN1CCN(c2ccc([N+](=O)[O-])c3cccnc23)CC1
→ 2	-7%	2%	-0.9	5%	-0.9	6%	-23%
COc1ccc(Cn2cc(CN(C)C3CN(Cc4cn(Cc5ccc(OC)cc5)nn4)S(=O)(=O)C3)nn2)cc1 (centres undefined)
→ 1	5%	-8%	-0.1	-10%	0.9	3%	0%
COc1ccc(-c2cc(=O)oc3c(C)c(OCc4nn[nH]n4)ccc23)cc1
→ -24	9%	-14%	0.6	-8%	-0.2	4%	4%
OC[C@H]1O[C@@H](Oc2ccc(O)cc2)[C@H](O)[C@@H](O)[C@@H]1O
→ -1	-1%	-9%	-0.6	4%	-1.7	-3%	-25%
Cc1cccc(C2CC(c3ccccc3)Nc3ncnn32)c1 (centres undefined)
→ -3	5%	2%	-1.5	3%	-0.3	3%	-26%

# An excerpt, so the mix of outcomes need not match the whole.
